SENP7 inh = inhibitors of human SENP7 protease; 1.5% of 330,000 active; AID 434973; Q9BQF6; inhibition, % at 5 µM; recombinant SENP7, Z-RLRGG-aminoluciferin luminescence, 40 min;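 active means inhibition above about 50% at the single test dose, limit read from the data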;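 further: plate controls were DMSO with enzyme for no effect and no enzyme buffer wells for full effect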
A3G deaminase = blocks human APOBEC3G single-stranded DNA deamination. recombinant A3G, ssDNA deamination FAM/TAMRA fluorescence. 0.28% of 330,000 active. inhibition, % at 20 µM;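 active means inhibition of at least 40% at 20 µM, with no more than 30% in the related APOBEC3A deaminase screen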;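 further: plate controls were DMSO wells with A3G for no effect and wells lacking A3G enzyme for full effect; some compounds called inactive have numbers as strong as hits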
SENP1 FRET inh = inhibitors of human SENP1 SUMO protease catalytic domain | 0.21% of 360,000 active | AID 624204 | recombinant SENP1 catalytic domain, CyPet-SUMO1-YPet FRET cleavage | Q9P0U3 | inhibition, % at 10 µM;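 active means inhibition at least 30% at 10 µM, raw YFP signal under a set limit, fluorescence ratio 0.5 to 1.5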;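 further: 0% = enzyme with DMSO and 100% = no enzyme wells; some results filed as inactive read as strong as hits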
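Test system: recombinant human SENP1 catalytic domain, His6-tagged / Medium: pH 8 Tris buffer with EDTA, NaCl, BME, BSA, NP40, catalase / Also added: SUMO1 FRET substrate flanked by Cypet and Ypet, 25 nM / Times: 50 min reaction at room temperature / Signal: FRET, CFP and YFP emission / Control set: no-enzyme low control and enzyme-plus-DMSO high control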
SENP8 block-1 = inhibitors of human SENP8 protease. inhibition, % at 10 µM. 1.2% of 330,000 active. purified SENP8, Z-RLRGG-aminoluciferin cleavage, luminescence. AID 2540; in the data active means inhibition above about 50%
Target sequence (Q96LD8 whole entry, looked up): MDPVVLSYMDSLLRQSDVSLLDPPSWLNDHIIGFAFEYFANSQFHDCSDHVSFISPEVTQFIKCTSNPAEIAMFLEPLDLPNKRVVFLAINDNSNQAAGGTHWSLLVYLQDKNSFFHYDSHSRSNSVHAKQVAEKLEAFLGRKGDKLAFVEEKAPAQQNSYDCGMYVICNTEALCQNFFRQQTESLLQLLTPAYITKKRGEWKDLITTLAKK
Apaf1 inhib = human Apaf-1 inhibition. O14727. reconstituted apoptosome caspase-3 activity, DEVD-Rh110 fluorescence. inhibition, % at 20 µM. 0.71% of 330,000 active. AID 489030; active means inhibition of at least 40% at 20 µM;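 further: plate controls were DMSO wells for no effect and DEVD-CHO caspase inhibitor wells for full effect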
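Assay system – apoptosome proteins · Medium – Hepes buffer, pH 7.5 · Also added – cytochrome c with DEVD-Rh110 · Timing – 30 min compound preincubation, 50 min activation, room temperature · Detection – Rh110 fluorescence, excitation 480 nm, emission 540 nm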
SENP6 inh = SENP6 protease inhibition; inhibition, % at 10 µM; Recombinant SENP6 catalytic domain, aminoluciferin luminescence; 1.8% of 330,000 active; AID 2599;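 active means inhibition above about 50% at the single tested dose, limit read from the data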;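 further: plate controls were DMSO wells with enzyme for no effect and DMSO wells lacking enzyme for full effect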
Target sequence (Q9GZR1 628-1112 limits assumed): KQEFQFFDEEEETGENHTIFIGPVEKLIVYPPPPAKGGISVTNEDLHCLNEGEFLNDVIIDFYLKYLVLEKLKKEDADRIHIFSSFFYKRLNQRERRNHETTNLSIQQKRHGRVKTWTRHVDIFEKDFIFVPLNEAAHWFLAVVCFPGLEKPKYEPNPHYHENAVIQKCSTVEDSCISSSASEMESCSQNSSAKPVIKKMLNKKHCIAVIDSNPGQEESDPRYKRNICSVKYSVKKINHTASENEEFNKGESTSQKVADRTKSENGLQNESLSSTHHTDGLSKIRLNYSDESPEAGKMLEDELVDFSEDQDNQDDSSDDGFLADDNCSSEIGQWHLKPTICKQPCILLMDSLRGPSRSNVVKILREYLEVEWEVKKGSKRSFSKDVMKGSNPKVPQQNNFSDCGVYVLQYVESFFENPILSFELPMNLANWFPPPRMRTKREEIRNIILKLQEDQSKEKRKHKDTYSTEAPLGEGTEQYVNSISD
UBC13 inh = human UBC13 polyubiquitination inhibition | P61088 | UBC13 polyubiquitin chain formation, TR-FRET | inhibition, % at 20 µM | 0.47% of 330,000 active | AID 485273; in the data active means inhibition above about 45%, passing the limit was not always enough
Target sequence (P61088 whole entry, looked up): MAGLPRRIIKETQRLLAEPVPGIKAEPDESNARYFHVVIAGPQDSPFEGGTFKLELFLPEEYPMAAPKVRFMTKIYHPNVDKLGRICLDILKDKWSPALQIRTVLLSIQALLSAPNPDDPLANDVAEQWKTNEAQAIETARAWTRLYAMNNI
SENP8 block-2 = SENP8 (human) protease inhibition | inhibition, % at 20 µM | 0.64% of 360,000 active | AID 602440 | recombinant SENP8, Nedd8 substrate fluorescence | Q96LD8; in the data active means inhibition mostly above about 40%, no sharp cut-off; inactive means mostly below about 27%
* hit, by the source's call; . = no result given.

SMILES	SENP7 inh	A3G deaminase	SENP1 FRET inh	SENP8 block-1	Apaf1 inhib	SENP6 inh	UBC13 inh	SENP8 block-2
CCOc1cc(C(=O)NC2CCCCCCC2)cc(OCC)c1OCC	1.3	-3.6	-1.2	2.1	-3.3	-12.7	-0.5	8.0
O=C(N[C@@H](Cc1ccccc1)C(=O)NC1CCCCC1)c1ccco1	-5.6	-8.0	-0.3	-4.7	-0.7	-19.5	-3.8	11.3
COc1ccccc1NC(=O)CN1CCN(CC(=O)Nc2ccc3c(c2)OCCO3)CC1	-1.7	-5.6	-1.1	4.0	4.2	0.1	34.7	27.0
Cc1ccc(C)c(S(=O)(=O)N2CCN(C(=O)C3CCN(C(=O)c4ccc(F)cc4)CC3)CC2)c1	-1.4	-8.9	1.7	4.7	4.2	-1.9	-1.3	13.2
COc1ccccc1N(CC(=O)NC1CCCC1)C(=O)c1csnn1	-0.5	-1.6	1.0	1.8	-2.2	2.8	5.2	44.7*
c1ccc(-n2ncc3c(NCc4cccs4)ncnc32)cc1	10.1	-4.4	0.5	-8.3	8.9	12.1	8.4	11.5
Cc1csc(Nc2ccccc2)[n+]1C	-3.7	-7.2	0.3	-7.0	3.7	-4.0	-3.9	15.3
CCn1cnc2cc(NCc3cccc(OC)c3O)ccc21	-4.6	-5.5	-3.2	-16.7	-14.2	-6.7	4.5	-101.2
CCCn1c(N2CCN(C(=O)NCc3ccccc3)CC2)nc2ccccc21	-4.0	-1.6	3.4	-3.8	-11.3	-3.5	-2.5	27.8
O=C1C(NS(=O)(=O)c2ccccc2)=C(N2CCN(c3ccc(F)cc3)CC2)C(=O)c2ccccc21	8.1	0.0	-2.2	-0.7	17.6	10.5	-55.9	35.6
NCCn1c(-c2ccccc2)cc(C(=O)O)c1-c1ccccc1F	0.2	-5.4	-1.3	-0.5	-4.8	-9.4	7.6	-3.9
CCn1c(SCC(=O)N2CCOCC2)nc2oc3c(Cl)cc(Cl)cc3c(=O)c2c1=O	0.8	-3.4	.	7.7	3.6	12.5	-7.5	.
CC(=O)NCCC1CCN(c2nc3nonc3nc2N(C)Cc2ccccc2)CC1	-3.5	4.1	0.4	-1.6	1.7	-18.0	-3.2	11.8
CC(=O)N/N=C/c1c(C)[nH]n(-c2ccccc2)c1=O	-5.4	-6.1	2.5	-18.4	0.9	0.0	-16.8	11.3
Cn1c(Cc2ccccc2)nnc1SCC(=O)Nc1ccc2c(c1)OCO2	4.5	0.2	1.3	-1.8	0.7	10.7	3.6	15.6
Cc1ccc(C(CNS(=O)(=O)c2ccc([N+](=O)[O-])cc2)N2CCN(C)CC2)cc1 (stereo unspecified)	-4.1	-9.1	1.9	-2.7	3.8	-4.1	6.4	7.2
CSCCC(NC(=O)c1ccco1)C(=O)N1CCCCCCC1 (stereo unspecified)	4.5	-9.4	1.1	0.9	-6.3	-14.3	-3.3	8.3
CSc1ccc(CN(C)C(=O)C2CCN(C(=O)Nc3ccccc3)CC2)cc1	-9.1	-1.7	2.9	-16.1	9.0	-16.6	3.4	16.1
COc1ccccc1C(=O)NC1CCCCCCC1	-2.5	0.8	1.4	-2.1	8.4	-7.0	1.1	2.3
O=C1CCCc2ccccc2N1Cc1ccc(Cl)cc1	-2.8	-4.5	-0.3	3.1	15.0	-9.6	-3.9	18.6
CCOC(=O)c1c(OCCO)nn(-c2ccc(Cl)cc2)c1N	9.5	0.9	-1.8	2.6	10.3	3.8	7.5	2.3
CCCCn1nnc(NC(=O)c2ccc(-c3cccc([N+](=O)[O-])c3)o2)n1	9.4	-2.3	.	0.2	2.6	-5.2	-5.3	.
C[C@H]1CC[C@@]2(O[C@@H](CCO)C[C@@H](O)[C@@H]2O)O1	-4.6	-2.6	1.0	-5.0	-7.3	-8.6	6.7	17.4
Cc1cccc(NC(=O)N2CCCC2C(=O)NCc2ccccc2)c1 (stereo unspecified)	-2.5	0.6	0.5	6.3	7.8	7.3	-8.3	3.9
COC(=O)c1ccc(COc2cccc(OC)c2)o1	3.1	-4.5	2.7	-1.2	-12.8	-1.0	3.4	-6.6
COc1ccc(OC)c(C(=O)Nc2c(O)ccc3ccccc23)c1	-3.6	-6.1	-12.0	6.7	3.9	11.0	-8.1	-21.8
Cc1cccc(C(=O)NC2CC3CCCC(C2)N3S(=O)(=O)c2ccccc2)c1 (stereo unspecified)	0.7	-11.4	1.0	0.7	2.4	-37.0	0.1	13.2
C/C(=N\NC(=O)CSCc1ccc(Cl)cc1)c1ccc2c(c1)OCCO2	-2.2	-8.3	1.6	-7.6	24.9	2.1	2.2	5.7
CCN(CC)c1ccc(NC(=O)c2cc(OC)cc(OC)c2)c(C)c1	-3.9	-3.6	-1.0	-9.9	-1.2	-1.4	-5.8	21.4
COc1ccc(C2c3c(ncn(CCN4CCOCC4)c3=N)Oc3ccc4ccccc4c32)cc1 (stereo unspecified)	-8.6	-8.0	-2.1	-9.1	25.9	-11.5	-0.4	-14.8
O=C(O)c1[nH]c2ccccc2c1C(c1ccccc1)c1c(C(=O)O)[nH]c2ccccc12	7.0	-5.1	-1.8	8.4	3.5	16.7	-20.1	9.3
CC(C)N(CCNCc1nnc(-c2ccccc2)o1)C(C)C	6.4	-4.4	0.7	-2.1	-15.9	-19.8	6.5	7.7
C=CCn1c(SCC(=O)N(CC)C2CCS(=O)(=O)C2)nc2ccccc2c1=O (stereo unspecified)	-0.8	-6.6	1.2	0.7	-8.3	-19.2	4.9	9.7
CCN1C(=O)C(CC(=O)NCCc2ccccc2)N(NC(=O)c2cccnc2)C1=S (stereo unspecified)	-0.6	-10.4	1.9	-0.5	-18.7	9.2	2.5	-1.7
O=C(NC(=O)C(F)(F)F)Nc1ccc(S(=O)(=O)Nc2nccs2)cc1	0.9	-7.7	1.6	-1.9	-5.4	3.4	8.0	10.1
O=C(NCCCn1ccnc1)/C(=C/c1ccc(Cl)cc1)NC(=O)c1ccccc1	-5.3	-8.3	-4.7	11.9	-0.5	-0.4	-7.7	0.3

Limited to A3G deaminase and UBC13 inh, for 4 of the compounds above:
| SMILES | A3G deaminase | UBC13 inh |
| --- | --- | --- |
| CCN1C(=O)C(CC(=O)NCCc2ccccc2)N(NC(=O)c2cccnc2)C1=S (stereo unspecified) | -10.4 | 2.5 |
| O=C(NCCCn1ccnc1)/C(=C/c1ccc(Cl)cc1)NC(=O)c1ccccc1 | -8.3 | -7.7 |
| Cc1cccc(C(=O)NC2CC3CCCC(C2)N3S(=O)(=O)c2ccccc2)c1 (stereo unspecified) | -11.4 | 0.1 |
| COC(=O)c1ccc(COc2cccc(OC)c2)o1 | -4.5 | 3.4 |

Next section.
SMILES	SENP7 inh	A3G deaminase	SENP1 FRET inh	SENP8 block-1	Apaf1 inhib	SENP6 inh	UBC13 inh	SENP8 block-2
CN1CCC(OC(=O)COc2ccc(C(C)(C)C)cc2)CC1	2.8	-6.8	-1.2	4.3	-3.1	11.5	11.4	22.8
CCC(=O)N1CCc2cc(S(=O)(=O)CCC(=O)N(C)c3ccc(OC)cc3)ccc21	2.9	-3.0	1.6	8.2	2.1	17.7	-3.4	18.6
O=C(N/N=C/c1cc([N+](=O)[O-])ccc1O)c1cccc2cc[nH]c12	47.4	-3.1	-101.2	6.2	-5.2	33.6	-8.8	-38.8
CNC(=O)C1CC(=O)N(CCc2ccc(OC)c(OC)c2)C(=Nc2ccc(F)cc2)S1 (stereo unspecified)	-0.8	0.9	1.2	-7.0	2.4	11.3	-11.2	19.3
COc1cc(CN2CCNC(=O)C2CC(=O)N2CCc3ccccc3C2)cc(OC)c1 (stereo unspecified)	11.1	2.9	-11.6	-1.6	3.4	8.0	1.0	-30.5
COc1ccc(-n2c(SCC(=O)Nc3ccc(NC(C)=O)cc3)nc3ccccc3c2=O)cc1	-10.1	-8.0	0.5	-6.4	5.6	1.6	-0.6	12.5
CCOCCn1c(C(C)C)nc2ccccc21	-6.1	-6.0	2.4	-10.2	9.1	-7.4	0.5	18.7
O=C(Nc1ccccc1)Nc1ccc(Cl)c([N+](=O)[O-])c1	1.1	-1.1	0.8	-8.1	19.5	6.8	-8.9	24.5
CC(Oc1cccc(Cl)c1)C(=O)Nc1cc(S(=O)(=O)N2CCOCC2)ccc1N1CCCC1 (stereo unspecified)	2.4	-2.5	0.0	-1.0	14.2	-9.9	0.8	8.5
OCCCn1c(-c2ccccc2)n[nH]c1=S	4.5	-6.2	2.2	-3.2	0.7	-9.3	9.0	-0.1
O=[N+]([O-])c1c(NCCO)cc(N2CCN(Cc3ccc4c(c3)OCO4)CC2)c2nonc12	19.3	-0.8	2.5	4.8	27.5	22.6	-18.0	-47.3
COc1cccc(N2CCN(C(=O)c3ccc(CS(=O)c4ccc(Cl)cc4)o3)CC2)c1 (stereo unspecified)	-8.3	-5.7	0.4	-4.6	-0.9	-3.7	2.8	19.7
Cc1ccc(NC(=O)COC(=O)c2cc(=O)c3ccccc3o2)cc1F	1.0	-3.4	1.4	-2.7	0.5	4.1	1.8	16.1
Cc1nc(-c2ccc(S(=O)(=O)Nc3cc(F)ccc3F)cc2)co1	11.3	5.4	1.0	4.4	8.9	7.0	-5.1	-8.3
FC(F)(F)c1ccc2c(c1)nc1n2CCCC1	5.2	-4.0	1.0	-7.5	6.7	-1.4	6.7	-1.4
O=C(c1ccc2snnc2c1)N1CCN(c2ccccn2)CC1	4.7	-2.3	-1.3	3.6	-5.8	10.2	0.8	16.0
O=C(NNC(=O)c1ccc(Br)s1)c1cccc(S(=O)(=O)N2CCCC2)c1	7.7	-4.8	2.9	-0.6	-2.1	9.4	-9.9	16.4
Cc1ccc(CC(=O)N2CC(C)OC(C)C2)cc1 (stereo unspecified)	6.6	0.0	1.7	1.5	-5.0	-1.5	-0.2	19.7
Cc1ccc(S(=O)(=O)N(C)C)cc1NC(=O)c1ccncc1	3.1	-4.0	1.9	1.5	-7.8	-8.8	-5.3	8.1
Cc1ccc(OCc2nnc(SCC(=O)c3cccs3)n2-c2ccccc2)cc1C	-4.4	-1.7	1.0	4.9	12.5	-10.2	6.6	27.1
Fc1ccc(Cn2nnc(-c3ccc(Cl)cc3)n2)cc1	-0.9	-7.5	3.8	-8.5	8.6	-22.2	7.3	8.9
CC(=O)c1ccc(NC(=O)C(C)O/N=C(\N)c2ccccc2)cc1 (stereo unspecified)	1.1	2.9	0.9	4.5	2.3	-2.3	-1.7	17.4
COc1ccc(Cl)cc1NC(=O)CSc1nc(-c2ccccc2)cc(=O)[nH]1	0.7	6.2	1.6	-2.5	-9.6	5.3	-5.6	5.7
O=C(CCl)Oc1ccc2occ(C(=O)c3cccs3)c2c1	37.7	-0.1	1.2	26.5	7.9	63.2*	22.9	13.9
COc1ccc(CNC(=O)/C(C#N)=C/c2cccc(OC)c2OC)cc1	-5.9	-5.4	2.0	-9.7	7.4	-14.4	5.2	-44.0
CCOP(=O)(OCC)c1nc(-c2ccc(C)cc2)oc1NCc1ccccc1	0.3	-0.6	1.1	-5.6	14.1	-11.9	20.5	-364.6
Cc1cccc(C(CC(=O)O)NC(=O)C(F)(F)F)c1 (stereo unspecified)	-2.7	-9.3	-0.2	-7.7	2.4	-21.6	3.1	2.1
COc1ccc(S(=O)(=O)CCc2nc3ccccc3s2)cc1	0.8	-1.1	-0.8	0.8	-12.9	9.4	7.3	8.8
CN1CCN(C(=O)CC2(CC(=O)O)CCCC2)CC1	3.8	-16.9	2.7	-5.2	-7.2	-23.8	6.3	5.1
CCOC(=O)c1sc(NC(=O)C(C)Sc2nnc(N)s2)nc1C (stereo unspecified)	2.6	-9.0	-0.9	-2.7	-8.7	-4.9	2.5	6.9
NC(=O)c1cc(-c2csc(-c3cccnc3)n2)ccc1O	0.6	-1.3	4.3	0.5	3.7	0.1	23.6	-149.4
